# Assay outcomes from PubChem BioAssay.
# D1 potentiator = human D1 dopamine receptor positive modulation. AID 504651. actives 0.036% (n = 360,000). potentiation, % at 10 µM. HEK293 TREx D1 cells, calcium flux, dopamine EC20 potentiation; in the data active means potentiation above about 30%; further: 0% is about no effect
# Target sequence (P21728 whole entry, looked up): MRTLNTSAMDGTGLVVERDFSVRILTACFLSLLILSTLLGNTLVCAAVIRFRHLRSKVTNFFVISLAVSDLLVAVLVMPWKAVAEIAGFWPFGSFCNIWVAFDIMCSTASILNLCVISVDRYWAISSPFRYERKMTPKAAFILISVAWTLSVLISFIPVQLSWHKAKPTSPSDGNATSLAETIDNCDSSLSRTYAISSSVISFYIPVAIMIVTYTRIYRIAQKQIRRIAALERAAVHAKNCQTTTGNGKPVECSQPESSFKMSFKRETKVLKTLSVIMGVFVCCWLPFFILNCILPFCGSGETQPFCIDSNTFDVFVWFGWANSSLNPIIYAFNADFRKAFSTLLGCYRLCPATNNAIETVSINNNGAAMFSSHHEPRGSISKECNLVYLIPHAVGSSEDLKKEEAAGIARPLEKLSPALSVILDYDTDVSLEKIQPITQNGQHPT
# LDHA block = LDHA (human) enzyme inhibition; activity change, % (values are at about 110 or 230 µM); P00338; actives 0.15% (n = 480,000); AID 1347041; purified LDHA, NADH/diaphorase-resazurin fluorescence; active compounds read low; in the data active means activity change below about -30%; inconclusive means mostly about -25% to -30%;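 further: plate controls were DMSO wells for no effect and wells without enzyme for full effect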
#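 Remaining NADH was detected by diaphorase (0.133 mg/mL) converting 37 µM resazurin to fluorescent resorufin, read at 0 and 20 minutes. The preceding 5-minute room-temperature reaction used 2 nM LDHA, 0.2 mM sodium pyruvate and 0.06 mM NADH at pH 7.4.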
# Glioma ERSR ind = ER stress response induction in glioma; actives 0.02% (n = 420,000); U87-MG GRP78 promoter luciferase reporter, 16 h; Potency, µM, for the others: at the top dose activation, actives largely listed as activators; further: potency means the concentration at half of the fitted maximal effect; series mostly up to about 76 µM; % of control where 0% means no effect; nearly all actives have a fitted effect of over 35% in size
#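 Stably transfected U87-MG glioma cells carrying a GRP78-based luciferase sensor; 16 h compound incubation. Luminescence end-point read 10 min after Bright-Glo addition at room temperature.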
# Vif-A3F inh = inhibitors of Vif-A3F interaction. actives 0.2% (n = 390,000). Potency, µM (top dose mostly 46.1 µM), for the others: at the top dose activity, negative = active. HeLa A3F-eYFP + Vif (tagged APOBEC3F with the HIV-1 protein that degrades it), YFP fluorescence increase. AID 602313; further: potency means the concentration at half of the fitted maximal effect; % of control where 0% means no effect; nearly all actives have a fitted effect of over 65% in size
#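 Fluorescence increase (Ex 488/Em 500-530) after overnight compound treatment at 37 deg C flags inhibition of Vif-driven A3F-eYFP loss in stable HeLa A3F-eYFP/Vif cells seeded overnight beforehand.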
# D2 PAM = positive allosteric modulators of human D2 dopamine receptor. P14416. HEK293 T-REx D2, calcium flux, EC20 dopamine potentiation. potentiation, % at 10 µM. actives 0.34% (n = 340,000). AID 485347;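 active means potentiation over 3 SD above the plate norm, cut at about 30% in these data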; further: 0% is about no effect
# Target sequence (P14416 whole entry, looked up): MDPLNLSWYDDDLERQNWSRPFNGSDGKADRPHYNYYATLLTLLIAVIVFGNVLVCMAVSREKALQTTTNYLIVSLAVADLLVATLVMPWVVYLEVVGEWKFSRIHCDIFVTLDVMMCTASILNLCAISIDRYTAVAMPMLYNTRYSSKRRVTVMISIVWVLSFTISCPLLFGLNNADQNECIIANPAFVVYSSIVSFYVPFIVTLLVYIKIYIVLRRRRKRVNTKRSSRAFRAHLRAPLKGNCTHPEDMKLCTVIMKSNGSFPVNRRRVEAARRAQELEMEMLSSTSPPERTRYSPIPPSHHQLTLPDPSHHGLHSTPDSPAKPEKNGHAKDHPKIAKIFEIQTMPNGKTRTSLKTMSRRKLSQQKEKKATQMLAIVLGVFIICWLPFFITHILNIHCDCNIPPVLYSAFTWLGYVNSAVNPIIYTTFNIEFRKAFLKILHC
#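 Potentiation of an EC20 dopamine calcium response is measured in a force-coupled, tetracycline-inducible Hek293 Trex D2 line. Compound-only kinetic reads over 180 s flag agonists before dopamine addition.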
# D1 agonist = activates the human D1 dopamine receptor. HEK293 T-REx D1 cells, calcium flux, agonist mode. activation, % at 2 µM. actives 1% (n = 360,000). AID 504660; in the data active means activation above about 30%; further: 0% is about no effect
#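 Inducible HEK293 T-REx D1 cells, force-coupled to calcium signalling, were plated at 4000 cells/well with tetracycline and held overnight at 30 C. After no-wash calcium dye loading, compound-evoked calcium rise over 180 s flagged agonists.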
# RXFP1 ag = agonists of human relaxin receptor RXFP1. Q9HBX9. HEK293T-RXFP1 cAMP TR-FRET, 30 min; response scale: percent of porcine relaxin response, buffer zero. Potency, µM (series often up to 57.5 µM), for the others: top-dose activation, actives largely listed as activators. actives 0.3% (n = 370,000). AID 2676; further: potency means the concentration at half of the fitted maximal effect; on the % scale 0 is the no-effect control and ±100 the full control effect; nearly all actives have a fitted effect of over 60% in size; many of its hits are not listed in these tables
#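 Agonist response is measured as cAMP accumulation in an RXFP1-transfected HEK293T line under PDE4 inhibition. Values are scaled between buffer-only and 29 nM porcine relaxin, and EC50s come from standard Hill equation fits.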
# Vif-A3G inh = Vif-A3G binding inhibition. Q9HC16. HeLa A3G-eYFP + Vif (tagged APOBEC3G with the HIV-1 protein that degrades it), YFP fluorescence, overnight. Potency, µM (highest dose often 46.1 µM), inactives show at the highest dose activity, negative = active, hits mostly inhibitors. actives 0.076% (n = 410,000). AID 602310;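 further: potency means the concentration at half of the fitted maximal effect; on the % scale 0 is the no-effect control and ±100 the full control effect; nearly all actives have a fitted effect of over 60% in size; hits raise eYFP signal because A3G escapes Vif-driven loss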
#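 HeLa cells stably expressing Vif and C-terminally eYFP-tagged A3G, seeded overnight at 37 deg C, then exposed to compound by pintool overnight at 37 deg C. Rise in yellow fluorescence (Ex 488/Em 500-530, Acumen) marks blocked Vif-driven A3G degradation.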
# D1 antag = blocks dopamine activation of the human D1 receptor. HEK293 TREx D1 cells, calcium flux, dopamine EC80; active compounds read low. activity change, negative = inhibition, % at 10 µM. P21728. actives 3.2% (n = 360,000). AID 504652; in the data active means activity change below about -30%; further: on the % scale 0 is the no-effect control and ±100 the full control effect
#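 After overnight tetracycline induction at 30 C, force-coupled D1 HEK293 cells took up a no-wash calcium dye at room temperature. Compounds were added and monitored 180 s, and the response to EC80 dopamine was then recorded.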
# The depositor's hits bear a star; ? = inconclusive; . = not tested or not shown; & = joins results of further samples. Unless noted, the call rests on the fitted dose curve; in most records, active means well fitted curve in the direction sought with a large enough effect; inconclusive means small, poorly fitted or top-dose-only effect, or another doubt; inactive means no such curve, though single readings can be large; an effect the other way counts as inactive or inconclusive. An excerpt (hit frequency here may not be typical).
1. COc1ccc(-n2nnnc2-c2ccc(S(C)(=O)=O)cc2Cl)cc1
2. CC(C)Cc1ccc(C2=CSC3=NCCN23)cc1
3. COC(=O)c1c(C)[nH]c(C(=O)OCC(=O)c2c(N)n(CC(C)C)c(=O)n(C)c2=O)c1C
4. CCN(CC)C(=O)C(C)OC(=O)COc1ccc(Cl)cc1Cl (centres undefined)
5. Cc1oc2ccc(O)cc2c1C(=O)c1ccc(F)cc1
6. Cc1ccc(CSc2oc(-c3cccs3)nc2S(=O)(=O)c2ccccc2)cc1
7. Cc1c(Cl)cccc1NC(=O)CNC(=O)c1cn(-c2ccccc2)nc1-c1cccnc1
8. Cc1nnc(SCCn2c(N3CC(C)CC(C)C3)nc3c2c(=O)n(C)c(=O)n3C)s1 (centres undefined)
9. CCc1nc(N2CCN(C(=O)c3ccco3)CC2)c(C#N)c2c1COC(C)(C)C2
10. O=C(c1ccc(S(=O)(=O)N2CCOCC2)cc1)N1CCN(S(=O)(=O)c2ccc(Cl)s2)CC1
assay / entry	1	2	3	4	5	6	7	8	9	10
D1 potentiator	-5	.	.	-2	.	-1	-3	-7	-2	-4
LDHA block	-3	-12	-2	-4	1	-3	-3	-5	-5	-3
Glioma ERSR ind	-2%	-2%	-3%	2%	4%	-1%	-5%	-3%	-2%	-2%
Vif-A3F inh	2%	-11%	1%	-9%	-2%	4%	0%	1%	-8%	5%
D2 PAM	-1	.	.	-3	.	-1	-14	14	14	8
D1 agonist	3	.	.	13	.	7	0	1	2	1
RXFP1 ag	-0.4%	.	.	0.2%	.	-0.6%	-0.4%	1.1%	3.0%	3.4%
Vif-A3G inh	-4%	1%	-3%	-1%	-6%	-3%	-9%	2%	-6%	1%
D1 antag	-25	.	.	-2	.	-21	-15	-14	-14	-2

11. Cc1ccc(O)c(NC(=O)c2cccc(NC(=O)c3ccco3)c2)c1
12. COc1ccc(NC(=O)n2nc(OC(=O)c3cccs3)cc2N)cc1
13. COc1ccc(COC(=O)c2cccc(S(=O)(=O)N3CCN(C(C)=O)CC3)c2)cc1F
14. CCCCNc1nc(N)ncc1[N+](=O)[O-]
15. CC(C)CN(C(=O)CSc1nncs1)c1c(N)n(CC(C)C)c(=O)[nH]c1=O
16. COc1ccc(C(=O)NNC2=NS(=O)(=O)c3ccccc32)cc1OC
17. COc1ccccc1N1CCN(S(=O)(=O)CCNC(=O)C2CC2)CC1
18. CC(C)c1ccc(C2C(C#N)=C(N)N3C(=C2C#N)Sc2ccccc23)cc1 (centres undefined)
19. COc1cccc(OCc2cc(C(=O)N3CCN(c4ccccc4OC)CC3)no2)c1
20. C=CCN1C(=O)/C(=C2/Sc3ccc(OC)cc3N2C)SC1=Nc1ccc(OC)cc1
assay / entry	11	12	13	14	15	16	17	18	19	20
D1 potentiator	0	-3	-12	0	-2	-2	1	-8	-8	-2
LDHA block	-6	-13	-6	-6	-5	-3	-12	.	2	.
Glioma ERSR ind	-3%	2%	-5%	-3%	-1%	-8%	-2%	.	0%	.
Vif-A3F inh	-3%	1%	-16%	-7%	-9%	10%	2%	.	9%	.
D2 PAM	2	8	-16	14	-9	7	-6	5	-19	1
D1 agonist	8	2	14	3	2	3	1	28	11	0
RXFP1 ag	-0.6%	0.1%	1.5%	4.4%	-0.4%	-0.2%	-0.4%	7.4%	2.8%	2.5%
Vif-A3G inh	0%	2%	2%	2%	4%	0%	2%	.	0%	.
D1 antag	.	20	-21	11	4	-6	-1	21	-3	-11

# Looked up by structure from the entries so far (6):
17. COc1ccccc1N1CCN(S(=O)(=O)CCNC(=O)C2CC2)CC1
20. C=CCN1C(=O)/C(=C2/Sc3ccc(OC)cc3N2C)SC1=Nc1ccc(OC)cc1
12. COc1ccc(NC(=O)n2nc(OC(=O)c3cccs3)cc2N)cc1
13. COc1ccc(COC(=O)c2cccc(S(=O)(=O)N3CCN(C(C)=O)CC3)c2)cc1F
15. CC(C)CN(C(=O)CSc1nncs1)c1c(N)n(CC(C)C)c(=O)[nH]c1=O
16. COc1ccc(C(=O)NNC2=NS(=O)(=O)c3ccccc32)cc1OC
assay / entry	17	20	12	13	15	16
D1 potentiator	1	-2	-3	-12	-2	-2
LDHA block	-12	.	-13	-6	-5	-3
Glioma ERSR ind	-2%	.	2%	-5%	-1%	-8%
Vif-A3F inh	2%	.	1%	-16%	-9%	10%
D2 PAM	-6	1	8	-16	-9	7
D1 agonist	1	0	2	14	2	3
RXFP1 ag	-0.4%	2.5%	0.1%	1.5%	-0.4%	-0.2%
Vif-A3G inh	2%	.	2%	2%	4%	0%
D1 antag	-1	-11	20	-21	4	-6

# Continued:
# Short keys: A = D1 potentiator; B = LDHA block; C = Glioma ERSR ind; D = Vif-A3F inh; E = D2 PAM; F = D1 agonist; G = RXFP1 ag; H = Vif-A3G inh; I = D1 antag
(21) O=[N+]([O-])c1cccc(Nc2nc(Cl)nc(Cl)n2)c1
  A: 1	B: 3	C: 1%	D: 1%	E: -3	F: 1	G: -1.0%	H: 0%	I: 27

(22) Cc1nn(-c2cc(N3CCCCCC3)ccc2[N+](=O)[O-])c(=O)c2ccccc12
  A: -3	B: -3	C: -1%	D: -11%	E: -8	F: 0	G: 3.1%	H: -1%	I: -11

(23) Cc1c(NC(=O)/C(C#N)=C/c2ccc(-c3ccc(Cl)cc3)o2)c(=O)n(-c2ccccc2)n1C
  A: -4	B: -3	C: -4%	D: -5%	E: 9	F: 2	G: 0.3%	H: 0%	I: -20

(24) COc1ccc(C(=O)NCCCNC(=O)c2ccccn2)cc1Br
  A: 5	B: -2	C: -8%	D: 2%	E: -5	F: 10	G: 0.4%	H: 0%	I: 7

(25) Cn1c(-c2nnn(-c3ccc(F)cc3)n2)cc2ccccc21
  A: -2	B: .	C: .	D: .	E: -13	F: -2	G: 2.7%	H: .	I: -10

(26) N#CCCn1cc(/C=N/NC(=O)c2ccncc2)c(-c2ccccc2)n1
  A: 0	B: -3	C: 0%	D: -10%	E: -8	F: 5	G: -1.3%	H: 1%	I: 4

(27) CCOc1ccc(S(=O)(=O)N2CCN(Cc3ccccc3)CC2)cc1
  A: 1	B: -2	C: -3%	D: 6%	E: 2	F: 5	G: 2.3%	H: -7%	I: -39*

(28) O=C(NCCC1=CCCCC1)C1CCN(S(=O)(=O)c2cccs2)CC1
  A: 1	B: 1	C: 1%	D: 4%	E: -4	F: 2	G: 0.9%	H: 1%	I: 19

(29) O=C(c1ccc(-n2c(SCc3cccc(F)c3)nc3ccccc3c2=O)cc1)N1CCOCC1
  A: 2	B: -1	C: -5%	D: -2%	E: 11	F: 6	G: 4.1%	H: -1%	I: -13

(30) CCOC(=O)Cc1cc(=O)[nH]c(/N=C(\N)Nc2ccc(C)cc2C)n1
  A: -31	B: -9	C: -2%	D: 7%	E: -13	F: 4	G: 0.0%	H: 3%	I: -38*

(31) Cc1ccc(N(CC(=O)NCc2ccco2)C(=O)CCC(=O)Nc2nccs2)c(C)c1
  A: 2	B: -6	C: 3%	D: 0%	E: 13	F: 0	G: 2.3%	H: -1%	I: 7

(32) O=C(CC12CC3CC(C1)CC(CC(=O)NC1=NCCS1)(C3)C2)NC1=NCCS1
  A: 0	B: -5	C: -3%	D: 6%	E: 3	F: 3	G: 0.6%	H: 0%	I: -1

(33) Cc1cc2cc3c(C)cc(=O)oc3c(C)c2o1
  A: 0	B: -3	C: -3%&-2%&4%	D: 3%	E: 4	F: 0	G: 1.5%	H: 2%	I: -10

(34) Fc1cccc(CN2CCN3CCCC3C2C2CCCCC2)c1 (centres undefined)
  A: 1	B: 0	C: -5%	D: -12%	E: -25	F: 0	G: 0.0%	H: 2%	I: -7

(35) Brc1cc2ccccc2[n+](Cc2ccccc2)c1
  A: -12	B: 1	C: 0%	D: -23%	E: 4	F: 1	G: 0.0%	H: ?	I: 14

(36) COc1cccc(-c2noc(-c3ccc(Cl)nc3)n2)c1
  A: 0	B: 8	C: 3%	D: 4%	E: 8	F: 2	G: 9.2%	H: 0%	I: 7

(37) COc1ccc(N2CC(C(=O)Nc3ccc([N+](=O)[O-])cc3Br)CC2=O)cc1 (centres undefined)
  A: -6	B: -11	C: -3%	D: -8%	E: 8	F: -1	G: 1.9%	H: 3%	I: -5

(38) O=C(COc1ccc(Cl)cc1)Nc1nc(-c2ccncc2)cs1
  A: -3	B: -7	C: -1%	D: 1%	E: -1	F: 10	G: 0.8%	H: -1%	I: -13

(39) Cc1cc(C)n(-c2nc(SCC(=O)N3CCCC3)c3c4c(sc3n2)CCCC4)n1
  A: -1	B: -1	C: 12%	D: -10%	E: -2	F: 1	G: 5.9%	H: 1%	I: 2

(40) COc1cc(/C=N/Nc2ccc(Cl)c(C(=O)O)c2)ccc1OC(=O)c1cccs1
  A: 2	B: -4	C: 2%	D: -4%	E: 0	F: 0	G: 0.5%	H: -1%	I: 5

(41) O=C1NC2(CCCCC2)C(=O)N1/N=C/c1ccccc1Br
  A: 1	B: 0	C: 4%	D: 0%	E: -1	F: 1	G: -0.1%	H: -3%	I: 2

(42) Cc1nc2ccccn2c(=O)c1NC(=O)c1c(F)cccc1F
  A: -1	B: 5	C: -3%	D: 3%	E: 10	F: 0	G: 26%	H: 2%	I: -1
